Screening data as filed in PubChem.
XIAP displacement: XIAP antagonists, biochemical, IAP family, fluorescence polarization (AID 1018) | displacement, % at 20 µM, or IC50 in µM where a hit was titrated | XIAP BIR domain, fluorescence polarization peptide displacement; higher % means a stronger effect | 200,000 compounds, 0.007% hits; in the data active = displacement above about 50%; also: a part of the inactive calls stands beside numbers as strong as those of hits
Hep lipid drop: inhibitors of hepatocyte lipid droplet formation, primary screen, imaging, high-throughput imaging, BODIPY stain; AML12 mouse hepatocytes, oleate lipid droplets; inhibition, % at 6.5 µM; 240,000 compounds, 0.4% hits;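 active = lipid droplet intensity inhibited by at least 50%, with more than 500 cells counted; inconclusive = wells with under 300 cells, treated as cytotoxic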
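Test system: AML12 mouse liver cells; schedule: overnight exposure; technique: high-content imaging of BODIPY-stained droplets and DAPI nuclei; read-out: % inhibition of corrected integrated BODIPY droplet signal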
HEK293 NOD2/NF-kB: NOD2 signaling inhibitors, cell-based, luminescence, uHTS, HEK293 (AID 1566) | HEK293 NOD2/NF-kB luciferase reporter, luminescence; higher % means a stronger effect | inhibition, % at 4 µM; hits with a dose series show EC50 in µM | 290,000 compounds, 0.63% hits; also: many of its hits are not listed in these tables
LYP inhibition: inhibitors of LYP phosphatase, biochemical, fluorescence intensity, uHTS (AID 1779). Tyrosine-protein phosphatase non-receptor type 22 (Homo sapiens). recombinant LYP phosphatase, fluorescence intensity; higher % means a stronger effect. one-dose inhibition, % at 11.5 µM; IC50 in µM for titrated hits. 290,000 compounds, 0.054% hits;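 also: plate controls were vehicle with enzyme for no effect and no enzyme for full effect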
Myeloid diff 2: induction of myeloid progenitor differentiation, primary screen, cell-based, flow cytometry, MLPCN library; ER-HoxA9 myeloid progenitors, lysozyme-GFP differentiation; calls only at 10 µM; 360,000 compounds, 1% hits; AID 624256, 2012;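 active = normalized GFP-positive differentiation at or above the plate's own cutoff, the solvent-only control mean plus 3 SD; inconclusive = no clear call, values can overlap the other calls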;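 also: cells exposed to compound for four days before flow analysis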
Siah-1 displacement: Siah-1 peptide-binding antagonists, primary screen, biochemical, fluorescence polarization, rhodamine-plectin, uHTS (AID 1817); E3 ubiquitin-protein ligase SIAH1 (Homo sapiens); displacement, % at 20 µM, or IC50 in µM where a hit was titrated; 290,000 compounds, 0.02% hits; Siah-1 / rhodamine-plectin peptide fluorescence polarization; higher % means a stronger effect;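 active = displacement of at least 50% at 20 µM, with a fluorescence ratio check between 0.3 and a set limit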;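 also: plate controls were Siah plus tracer with DMSO for no effect and tracer alone without Siah for full effect; strong numbers were not always called active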
AID2073: inhibitors of Mint1-CaV2.2 protein interaction, biochemical, HTRF (AID 2073); HTRF protein-protein interaction, Mint1-CaV2.2; higher % means a stronger effect; 290,000 compounds, 0.19% hits; Voltage-dependent N-type calcium channel subunit alpha-1B (Homo sapiens); one-dose inhibition, % at 20 µM; IC50 in µM for titrated hits; in the data active = inhibition mostly above about 51%, no sharp cut-off; inconclusive = no clear call, values can overlap the other calls; inactive = mostly below about 53%; also: some results filed as inactive read as strong as hits
HIV fusion peptide: inhibitors of HIV fusion peptide binding, primary screen, biochemical, uHTS, fluorescence dequenching (AID 1986); inhibition, % at 20 µM, or IC50 in µM where a hit was titrated; cell-free peptide binding, fluorescence dequenching, 30 min; higher % means a stronger effect; 290,000 compounds, 0.3% hits; in the data active = inhibition mostly above about 52%, no sharp cut-off; inactive = mostly below about 76%; also: some results filed as inactive read as strong as hits
Dengue-2 NS5 capping: Dengue-2 NS5 methyltransferase inhibitors, primary screen, biochemical, confirmation dose response (AID 588689); Genome polyprotein (Dengue virus type 2 (strain 16681-PDK53)); Dengue-2 NS5 methyltransferase capping enzyme assay, biochemical; higher % means a stronger effect; one-dose inhibition, % at 25 µM; IC50 in µM for titrated hits; 340,000 compounds, 0.3% hits; in the data active = a potency from the dose series; inconclusive = inhibition above about 29% without an active follow-up result
Hep lipid drop cells 6.5 µM: also measured in Hep lipid drop; calls as there; cell count; measured here: cell count, cytotoxicity flag;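 cells counted across two imaged fields per well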
Dengue-2 NS5 capping pilot replicate: also measured in Dengue-2 NS5 capping; calls as there; inhibition, %; measured here: pilot screen replicate inhibition
Myeloid diff 2 GFP+ MAC1+ %: second read-out of Myeloid diff 2, no call of its own (marks repeat the call); GFP+ MAC1+ double positive, %; measured here: differentiation confirmed by MAC1 staining
Starred values were filed as active, the others as inactive; i = inactive; u = inconclusive; x = not tested or not shown. Rule as the data show it, unless noted: active = inhibition above about 50%; inactive = the rest. Only part of the results is shown. The share of hits here may be higher or lower than overall.

SMILES	XIAP displacement	Hep lipid drop	Hep lipid drop cells 6.5 µM	HEK293 NOD2/NF-kB	LYP inhibition	Myeloid diff 2	Myeloid diff 2 GFP+ MAC1+ %	Siah-1 displacement	AID2073	HIV fusion peptide	Dengue-2 NS5 capping	others
Cc1ccc(C(=O)CC(C(=O)O)c2cn(CCC#N)c3ccccc23)cc1 (configuration not stated)	2.0%	x	x	7.1%	5.7%	i	1.8	3.7%	-7.5%	2.1%	-2.2%
O=S(=O)(c1cccc2cccnc12)N1CCOCC1	-7.2%	3.4	699	6.3%	-6.7%	i	0.7	-4.0%	0.6%	-2.2%	-2.8%
CCNC(=O)COc1ccc(S(=O)(=O)Nc2ccccc2)cc1	-4.8%	-3.6	702	17.4%	-5.3%	i	4.8	-1.3%	3.4%	1.0%	3.2%
Cc1ccc(C)c(NC2=NS(=O)(=O)c3ccccc32)c1	-4.5%	-1.0	742	5.0%	-1.2%	i	5.7	0.5%	-4.5%	0.0%	-7.7%
CC(/C=C/c1ccccc1)=N\Nc1nc2c(c(=O)[nH]c(=O)n2C)n1CCO	x	-1.5	621	-7.3%	2.5%	x	x	-6.4%	-2.7%	-1.9%	x
COc1ccc(-c2nn(CCC(=O)O)cc2CCC(=O)O)cc1	-1.4%	x	x	12.2%	-6.0%	i	1.0	4.2%	-0.7%	0.5%	0.5%
O=C(NN1C(=O)c2ccccc2C1=O)C1CCCCC1	-3.6%	x	x	5.3%	-6.2%	i	3.8	0.1%	-3.9%	-0.9%	6.4%
O=C(N1CCCC1)C12CC3CCC(CC(C3)C1)C2	-1.4%	8.2	692	4.0%	-9.3%	i	0.7	-8.1%	3.5%	-0.7%	-3.1%
CC(CCc1ccccc1)NC(=O)c1ccccc1Cl (configuration not stated)	x	4.0	795	-1.6%	-2.2%	i	0.6	2.4%	0.7%	0.2%	1.3%	Dengue-2 NS5 capping pilot replicate=-0.3
O=C(NCCCCc1ccccc1)Nc1ccc(F)cc1F	x	-18.9	698	3.6%	-3.5%	i	0.4	-3.3%	-5.8%	0.4%	-15.4%
C/C(=C\c1ccc(N)cc1)c1nc2ccccc2[nH]1	x	-6.6	658	-64.6%	-4.2%	i	0.9	5.5%	1.5%	0.1%	-3.4%
O=C(NCCc1ccccc1)C(=O)NCc1ccncc1	-6.2%	-3.1	706	17.1%	-6.5%	i	0.5	-1.5%	4.3%	-1.4%	-8.2%
O=C1C=C(N(CCO)Cc2ccccc2)c2ccccc2C1=O	-11.2%	-4.2	675	20.7%	-5.8%	i	0.5	35.0%	-5.6%	-0.9%	20.5%
O=C(OC1CCCCC1=O)c1cc(S(=O)(=O)N2CCOCC2)ccc1F (configuration not stated)	x	1.9	828	2.1%	-9.6%	i	4.1	4.2%	35.3%	-1.4%	-3.2%
c1coc(CN(Cc2cccs2)Cc2nnnn2C2CCCCC2)c1	-6.4%	19.4	769	3.0%	-1.2%	i	0.6	13.7%	32.5%	4.6%	-2.1%
O=C(Nc1cccc(S(=O)(=O)N2CCCC2)c1)c1ccncc1	x	-7.6	693	1.4%	-7.4%	i	0.9	2.8%	-0.4%	-1.0%	-3.9%
COc1ccc(Cc2nnc(N/N=C/c3ccc(O)cc3O)[nH]c2=O)cc1OC	1.1%	-0.9	778	-8.8%	2.6%	i	0.3	-16.0%	11.0%	-0.4%	-2.9%
CCCN1CCC(NC(=O)Nc2ccc(F)cc2F)CC1	-5.6%	18.0	706	-6.6%	-1.9%	x	x	0.9%	-5.6%	-2.1%	2.5%	Dengue-2 NS5 capping pilot replicate=-0.3
CCN(c1ccccc1)c1nc2nonc2nc1NCCO	x	5.7	661	20.9%	-0.2%	i	0.5	3.5%	-1.1%	-1.1%	6.2%
COc1ccccc1NS(=O)(=O)c1cc(NC(=O)c2ccncc2)ccc1N1CCCC1	-0.2%	-27.7	644	-7.1%	10.2%	i	0.3	1.7%	29µM*	-0.4%	-1.6%
c1ccc(-c2nnc(CN3CCCc4ccccc43)o2)cc1	-9.1%	-7.2	749	-32.3%	-5.2%	i	0.5	2.6%	-1.1%	2.5%	8.1%
Cc1nnc(NC(=O)CSc2nnc(Cc3ccccc3)n2Cc2ccccc2)s1	-1.6%	-4.1	645	-6.7%	-1.1%	i	0.5	3.3%	0.6%	1.0%	-6.1%
COc1ccc(/C(N)=N/OC(=O)Cc2ccccc2)cc1	-9.8%	0.2	626	1.2%	-7.9%	i	0.0	-1.8%	1.0%	-1.2%	-2.7%
CC(C)CN(C(=O)COC(=O)c1ccc(-c2ccccc2)cc1)C1CCS(=O)(=O)C1 (configuration not stated)	-4.1%	10.8	690	7.7%	1.3%	i	0.6	5.9%	6.9%	0.0%	-2.2%
COCCOC(=O)C1=C(C)N=C2SCCC(=O)N2C1/C=C/c1ccccc1 (configuration not stated)	-6.2%	x	x	8.7%	-5.9%	i	0.0	1.4%	3.5%	11.8%	-15.2%
Further records follow.
SMILES	XIAP displacement	Hep lipid drop	Hep lipid drop cells 6.5 µM	HEK293 NOD2/NF-kB	LYP inhibition	Myeloid diff 2	Myeloid diff 2 GFP+ MAC1+ %	Siah-1 displacement	AID2073	HIV fusion peptide	Dengue-2 NS5 capping	others
Cc1cc(C)nc(N(C#N)Cc2ccccc2)n1	-8.3%	0.4	737	-7.5%	-5.9%	i	1.9	1.0%	3.5%	-1.0%	8.3%
Cc1ccccc1C(=O)Nc1ccccc1NC(=O)c1ccccc1Br	x	4.8	790	10.9%	-5.7%	i	0.3	0.8%	14.8%	-2.1%	1.3%
CCOC(=O)c1cc(S(=O)(=O)N2CC(C)CC(C)C2)cn1C (configuration not stated)	x	-4.0	684	12.9%	-9.9%	i	0.9	-4.3%	-2.7%	0.3%	0.0%
Cn1ncc2c(NNC(=O)C3CCCCC3)ncnc21	-4.2%	11.0	750	8.5%	-4.5%	i	1.0	2.0%	6.6%	-0.5%	-3.8%
Cc1cc(=O)[nH]c(N/N=C/c2cccc(Br)c2)n1	x	2.7	816	-2.9%	-7.5%	i	0.3	10.5%	7.4%	0.6%	-7.9%	Dengue-2 NS5 capping pilot replicate=-2.4
CCc1c(C)c(C#N)c2nc3ccccc3n2c1NC	x	-3.6	822	-3.2%	-11.2%	i	0.2	2.1%	32.0%	0.9%	-5.3%
CN1CCC(=O)N([C@H](CSc2ccc(Br)cc2)Cc2ccccc2)CC1	x	-24.1	655	5.9%	-9.4%	i	4.8	5.1%	23.8%	-0.4%	-1.6%
NC(=O)CC(NC(=O)Cc1ccc(Br)cc1)c1ccc(NCc2cc(F)ccc2F)c([N+](=O)[O-])c1 (configuration not stated)	x	2.9	670	9.5%	-3.3%	i	0.7	-1.3%	11.3%	-0.8%	-6.4%
CC(=O)c1cccc(NC(=O)C2CCCN(S(=O)(=O)c3cccc4nonc34)C2)c1 (configuration not stated)	x	4.2	815	12.8%	-10.0%	i	0.4	-1.2%	9.1%	9.0%	u
Nc1nonc1-n1nnc(C(=O)N/N=C\c2cccc(Cl)c2)c1CN1CCOCC1	x	6.0	850	2.7%	-3.8%	i	0.4	-2.5%	-4.1%	-1.1%	-3.3%
COc1ccc(-c2nc3ccccn3c2CN2CCN(c3ccccc3F)CC2)cc1	-0.9%	1.4	679	-20.0%	-3.0%	i	1.1	-1.2%	-9.8%	1.8%	-11.7%
CCCCOc1c(Br)cc(/C=C2\N=C(C)OC2=O)cc1OCC	-1.1%	x	x	-10.8%	-0.5%	i	5.8	-7.2%	8.7%	1.7%	0.0%
CCCCN(CCCNC(=O)Cn1ncc2ccsc2c1=O)Cc1ccccc1	-5.9%	1.4	691	14.0%	-8.0%	i	0.1	-3.1%	4.1%	1.4%	0.0%
Cc1nn(-c2ccccc2)c2c1C(=O)N(c1ccccc1)C(=O)C(C)(C)C2	-2.4%	x	x	11.1%	-9.1%	i	0.5	-8.0%	-5.4%	-2.1%	0.7%
O=C(Cc1cccs1)Nc1ccc(F)cc1F	x	-10.0	801	8.7%	-9.3%	i	1.0	4.6%	10.2%	1.3%	-3.4%
COC(=O)C1(S(=O)(=O)c2ccc(C)cc2)CCOCC1	-3.9%	x	x	1.6%	-1.3%	i	1.2	-4.1%	-2.5%	-0.4%	-6.2%
CO/N=C/Cc1c([N+](=O)[O-])c(C)nn1C	-4.8%	-0.6	633	24.0%	-10.0%	i	0.3	5.3%	3.6%	0.8%	4.4%
Cc1cccc(NC(=S)NNC(=O)Cc2ccccc2)c1	-15.2%	15.5	685	-0.4%	-8.0%	i	0.4	-2.6%	-4.7%	-2.1%	-6.4%
Cc1ccc2[nH]c(=O)c(CN(CC3CCCO3)C(=S)NCc3ccco3)cc2c1 (configuration not stated)	-7.7%	10.5	616	10.6%	-0.4%	i	1.0	5.1%	-7.7%	4.8%	-4.5%
COc1ccc(-n2cnnc2SCC(=O)NC2CCS(=O)(=O)C2)cc1 (configuration not stated)	-4.6%	3.8	804	-1.2%	-3.2%	i	0.7	-0.7%	-2.7%	0.7%	-4.4%
Cc1c(Br)c(C(F)(F)F)nn1CC(=O)NCc1ccco1	-6.1%	-2.3	756	5.0%	-9.4%	i	0.3	3.2%	-4.3%	0.5%	x
Cc1csc(NC(=O)CSc2nnc(Cn3c(=O)sc4ccccc43)n2-c2ccccc2)n1	-3.3%	x	x	16.2%	-3.0%	i	4.3	-3.9%	5.8%	12.7%	-2.9%

Some of these compounds in order of molecular weight, rising.
SMILES	XIAP displacement	Hep lipid drop	Hep lipid drop cells 6.5 µM	HEK293 NOD2/NF-kB	LYP inhibition	Myeloid diff 2	Myeloid diff 2 GFP+ MAC1+ %	Siah-1 displacement	AID2073	HIV fusion peptide	Dengue-2 NS5 capping	others
CO/N=C/Cc1c([N+](=O)[O-])c(C)nn1C	-4.8%	-0.6	633	24.0%	-10.0%	i	0.3	5.3%	3.6%	0.8%	4.4%
Cc1cc(C)nc(N(C#N)Cc2ccccc2)n1	-8.3%	0.4	737	-7.5%	-5.9%	i	1.9	1.0%	3.5%	-1.0%	8.3%
O=C(Cc1cccs1)Nc1ccc(F)cc1F	x	-10.0	801	8.7%	-9.3%	i	1.0	4.6%	10.2%	1.3%	-3.4%
Cc1ccc2[nH]c(=O)c(CN(CC3CCCO3)C(=S)NCc3ccco3)cc2c1 (configuration not stated)	-7.7%	10.5	616	10.6%	-0.4%	i	1.0	5.1%	-7.7%	4.8%	-4.5%
CCCCN(CCCNC(=O)Cn1ncc2ccsc2c1=O)Cc1ccccc1	-5.9%	1.4	691	14.0%	-8.0%	i	0.1	-3.1%	4.1%	1.4%	0.0%
